# Screening data: PubChem, several laboratories
# Arr AP2 block: human beta-arrestin and AP2 interaction inhibition; 340,000 compounds, 0.31% hits; inhibition, % at 10 µM; AID 504490; FITC-arrestin peptide / GST-AP2 beads, flow cytometry; AP2 beta2 appendage carries R879A mutation;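 active = inhibition above a set limit, near 3 SD of compounds lacking own fluorescence, cut at about 54% in these data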;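 also: plate controls were DMSO wells for no effect and 5 µM unlabelled arrestin peptide for full effect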
#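 System: GST-tagged AP2 beta2-adaptin appendage (R879A) on 4 µm glutathione beads / Reagent: FITC-arrestin peptide, 50 nM / Detection: HyperCyt-sampled flow cytometry, FL1 channel, ex 488/em 535 nm / Timing: 12 min plus 1 h, RT / Buffer or medium: PBS plus Tween 20 (0.05%) and BSA (0.1%)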
# phage Ecoli inh: E. coli growth loss with phage present; growth absorbance; inhibition, % at 11.9 µM; 360,000 compounds, 0.26% hits; AID 651602; in the data active = inhibition above about 11%
# PKA-R1A act: activates the PKA-R1A holoenzyme complex; activation, % at 11.4 µM; P00514+P68181; PKA-R1A dissociation, Cy5-IP20 fluorescence polarization; scaled: DMSO 0%, 113 µM cGMP 100%; 340,000 compounds, 0.083% hits;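 active = percent activation above the mean of all tested compounds plus 3 SD, cut at about 19% in these data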;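 also: higher means more PKAc released from R1A so a rise in polarization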
# Tat transport: E. coli Tat transport inhibition | inhibition, % at 10 µM | 340,000 compounds, 0.036% hits | E. coli MC4100 TorA-mCherry Tat export, fluorescence | AID 488895;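 active = mean replicate inhibition at least 50% and at least half of replicates individually reaching 50%; inconclusive = only one of the two criteria met; inactive = neither criterion met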;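 also: exported cargo escapes ClpAP degradation while cytoplasmic cargo is degraded and loses fluorescence; 0% = median of neutral control wells and 100% = median of NaSCN control wells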
# E coli growth: counter-screen for AddAB inhibitors: E. coli growth inhibition; AID 449728; 330,000 compounds, 0.27% hits; E. coli V3065 growth, OD600 absorbance, 18 h; inhibition, % at 11.9 µM;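 active = inhibition above the campaign's mean inhibition across all tested compounds plus 3 SD, cut at about 9.9% in these data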;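 also: uninfected addAB+ strain grown without phage in ampicillin broth; 0% = DMSO wells and 100% = ciprofloxacin 0.95 µg/ml wells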
# Mot1-301 SUMO: blocks SUMOylation pathway, rescuing yeast Mot1-301 growth; S. cerevisiae Mot1-301 growth rescue, ATP luminescence, 38.5C; percent above DMSO median, 100 means doubled; 320,000 compounds, 1% hits; growth rescue, % at 18.8 µM;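 active = every valid replicate shows activation above 250% relative to neutral control wells; inactive = the rest, any valid replicate at or below 250%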;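 also: OY570 slx delta 5 strain wells were the positive control but not used for scaling; some compounds called inactive have numbers as strong as hits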
# Pemphigus Ab inh: blocks pemphigus antibody binding to human desmoglein-3; P32926; DSG3-coupled beads, scFv-anti-DSG3-GFP binding, flow cytometry; stronger effect = lower value; 310,000 compounds, 0.48% hits; AID 588358; binding (percent of control), % at 10 µM;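 active = binding more than 3 SD below its plate's average and above zero; inconclusive = below that plate limit but binding exactly zero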; also: some compounds called inactive have numbers as strong as hits
# PfHsp90 yeast 2: growth inhibition of yeast expressing Plasmodium Hsp90; S. cerevisiae expressing PfHsp90, BacTiter-Glo ATP, 48 h; yeast lacking PDR1 and PDR3 efflux regulators; inhibition, % at 9.4 µM; 310,000 compounds, 0.32% hits; AID 504621;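 active = every replicate shows inhibition above about 80%, whatever the replicate mean, limit read from the data; inconclusive = mean inhibition reaches the set limit but some replicate falls short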;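 also: 0% = DMSO neutral controls and 100% = 20 µM radicicol positive controls; yeast relying on Plasmodium falciparum Hsp90 in place of its own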
# MOR-DOR ag: OPRM1-OPRD1 heterodimerization agonism. cells, luminescence. P35372+P41143. activation, % at 9.3 µM. 340,000 compounds, 0.3% hits. AID 504326; in the data active = activation above about 18%;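 also: 0% = vehicle-treated cells and 100% = reference agonist; values of inactives mirror those of a sister screen read the other way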
# Target sequence (P35372 whole entry, looked up): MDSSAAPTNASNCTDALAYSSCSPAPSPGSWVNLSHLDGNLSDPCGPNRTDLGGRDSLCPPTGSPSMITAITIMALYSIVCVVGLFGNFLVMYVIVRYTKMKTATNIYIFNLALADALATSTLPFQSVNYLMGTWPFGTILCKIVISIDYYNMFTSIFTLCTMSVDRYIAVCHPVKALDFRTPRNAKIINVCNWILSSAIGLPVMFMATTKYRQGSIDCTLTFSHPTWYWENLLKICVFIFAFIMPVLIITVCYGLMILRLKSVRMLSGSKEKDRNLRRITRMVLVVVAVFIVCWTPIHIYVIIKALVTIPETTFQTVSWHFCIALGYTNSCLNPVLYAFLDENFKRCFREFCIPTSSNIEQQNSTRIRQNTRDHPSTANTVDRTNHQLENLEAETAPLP
# Target sequence (P41143 whole entry, looked up): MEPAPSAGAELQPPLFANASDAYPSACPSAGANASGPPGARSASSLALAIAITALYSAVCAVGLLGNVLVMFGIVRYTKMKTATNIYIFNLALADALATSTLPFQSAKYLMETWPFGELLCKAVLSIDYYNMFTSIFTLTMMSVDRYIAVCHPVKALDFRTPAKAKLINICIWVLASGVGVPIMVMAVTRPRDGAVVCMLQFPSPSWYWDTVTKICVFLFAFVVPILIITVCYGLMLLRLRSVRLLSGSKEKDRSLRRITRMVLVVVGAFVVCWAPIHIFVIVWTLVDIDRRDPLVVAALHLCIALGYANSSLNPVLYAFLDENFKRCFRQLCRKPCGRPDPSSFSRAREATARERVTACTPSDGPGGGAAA
# OPRM1-OPRD1 inv: mu-delta opioid heterodimer inverse agonism; P35372+P41143; cell-based MOR-DOR heterodimer luminescence; inhibition, % at 9.3 µM; 340,000 compounds, 0.21% hits; AID 504357; in the data active = inhibition above about 22%, passing the limit was not always enough;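 also: 0% = cells with DMSO and 100% = wells without cells with DMSO; values of inactives mirror those of a sister screen read the other way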
# AddAB inh: less growth of phage-infected E. coli with AddAB | E. coli expressing H. pylori AddAB, absorbance growth | inhibition, % at 11.9 µM | 330,000 compounds, 0.29% hits | AID 435030; in the data active = inhibition above about 12%;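 also: 0% = vehicle wells of infected cells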
# The depositor's hits bear a star; ? = inconclusive; . = not tested or not shown.
cpd | Compound | Pemphigus Ab inh | MOR-DOR ag | PfHsp90 yeast 2 | Mot1-301 SUMO | PKA-R1A act | OPRM1-OPRD1 inv
1 | OC[C@H]1OC(O)[C@H](O)[C@@H]1O (some centres undefined) | 97 | -1.0 | 2 | 1 | 0 | 5
2 | COc1ccc(-n2c(SCC(=O)N/N=C(\C)c3cccnc3)nc3ccccc3c2=O)cc1 | 104 | . | . | -1 | . | .
3 | CC(C)CC(=O)c1c(O)c(C=O)c(O)c2c1O[C@@]1(C)[C@@H](C2)C[C@H]2C[C@@H]1C2(C)C | . | -2.1 | -2 | 8 | 2 | 12
4 | Cc1ccc(C)c(N(CC(=O)NC2CCCCC2)C(=O)c2snc(C(N)=O)c2N)c1 | 101 | -0.8 | -20 | -9 | -9 | 5
5 | Cc1ccnc(NC(=O)c2ccc(S(=O)(=O)N3CCC(C)CC3)cc2)c1 | 106 | 2.0 | -5 | 0 | 0 | -14
6 | CCCn1ncc(CN2CCC(n3nccc3NC(=O)c3ccccc3Cl)CC2)c1C | . | 0.7 | 2 | -20 | -2 | -4
7 | COc1ccc(NC(=O)Nc2cccc(C(F)(F)F)c2)cn1 | 98 | 4.8 | 4 | 26 | -4 | -24
8 | Cc1cc(NC(=O)CS(=O)(=O)c2ccc(F)cc2)no1 | 100 | 1.2 | . | 13 | 7 | -8
9 | Oc1c(C2=NCCNC(C(F)(F)F)=C2)ccc2ccccc12 | 101 | 0.8 | -5 | . | -6 | -4
10 | COc1ccc(CCNC(=O)CNCC2CCCO2)cc1OC (centres undefined) | 101 | 2.0 | 13 | -39 | -6 | -13
11 | O=C(N/N=C/c1cccs1)c1cc(-c2cccc3ccccc23)n[nH]1 | 89 | 1.1 | 8 | 27 | -3 | -7
12 | O=C(COC(=O)c1ccc(Br)o1)NC12CC3CC(CC(C3)C1)C2 | 110 | 3.7 | 8 | 0 | -6 | -16
13 | Nc1ccc(-c2cn3cccnc3n2)cc1 | 112 | 2.9 | 3 | . | 3 | -13
14 | CCOc1cc(/C=N/NC(=O)c2cccnc2)ccc1OCC(N)=O | 107 | -2.7 | -1 | 9 | 2 | 13
15 | Cc1ccc(C(=O)N/N=C/c2cc(Br)ccc2O)cn1 | 112 | 1.0 | 11 | 8 | -3 | -5

cpd | AddAB inh | phage Ecoli inh | E coli growth | Arr AP2 block | Tat transport
1 | 1.3 | 4.9 | -0.3 | 10 | 5
2 | -1.3 | -1.3 | -0.8 | 0 | .
3 | -1.6 | 2.1 | -2.5 | 32 | 1
4 | 2.3 | 1.4 | 0.3 | 4 | 0
5 | 1.5 | 1.9 | 1.5 | -2 | -7
6 | 4.9 | 0.1 | 1.0 | 10 | -4
7 | 8.0 | 9.9 | 7.9 | 8 | -5
8 | -0.2 | 4.3 | -2.1 | 16 | 5
9 | . | 5.1 | . | 14 | -7
10 | 0.3 | 0.0 | 0.9 | 1 | -2
11 | 3.9 | 4.0 | -0.6 | 2 | -1
12 | 2.0 | 3.5 | 0.7 | 15 | -1
13 | . | 0.8 | . | 2 | 7
14 | -1.5 | 0.5 | -1.7 | 8 | -6
15 | 4.1 | -0.2 | -5.1 | -14 | 9

# Brought forward from above: 2 compounds, followed by the next part.
cpd | Compound | Pemphigus Ab inh | MOR-DOR ag | PfHsp90 yeast 2 | Mot1-301 SUMO | PKA-R1A act | OPRM1-OPRD1 inv
14 | CCOc1cc(/C=N/NC(=O)c2cccnc2)ccc1OCC(N)=O | 107 | -2.7 | -1 | 9 | 2 | 13
15 | Cc1ccc(C(=O)N/N=C/c2cc(Br)ccc2O)cn1 | 112 | 1.0 | 11 | 8 | -3 | -5
16 | Cc1cc(C)c2[nH]c(=O)c(C(c3nnnn3CC3CCCO3)N3CCCC(C)C3)cc2c1 (centres undefined) | 101 | -0.7 | . | 21 | 5 | 4
17 | CC(=O)c1cccc(NC(=O)N2CCC(c3ccc(C)cc3)C2)c1 (centres undefined) | 89 | -1.0 | -5 | 168 | -3 | 5
18 | COCC(=O)OCC(=O)Nc1cc(C)c(C)cc1[N+](=O)[O-] | 95 | -1.8 | 15 | 7 | -6 | 8
19 | Cc1cn([C@H]2C[C@H](O)[C@@H](CCC(=O)NC(c3ccccc3)c3ccccc3)O2)c(=O)[nH]c1=O | 94 | 0.2 | 14 | . | 4 | -1
20 | Cc1csc(=Nc2ccccc2)n1CCCN1CCCC1=O | 103 | 0.3 | -21 | 2 | 9 | -2
21 | N#C/C(=N\Nc1ccc(S(=O)(=O)N2CCOCC2)cc1)C(N)=S | 94 | -5.4 | -18 | 15 | -6 | 28
22 | CN(C(=O)COC(=O)c1cccc(S(=O)(=O)N2CCCCCC2)c1)C1CCS(=O)(=O)C1 (centres undefined) | 100 | 1.8 | 9 | -4 | -4 | -11
23 | Cc1ccc(-c2nnn(CC(=O)N(CC(=O)NCC3CCCO3)c3ccccc3)n2)o1 (centres undefined) | 105 | -2.2 | . | 18 | -9 | 11
24 | Cc1cc(NC(=O)CSC2=NS(=O)(=O)c3cc(F)ccc3N2)no1 | 100 | -1.8 | 26 | 7 | -2 | 12
25 | COc1ccc(-c2cc(C(F)(F)F)c3c(n2)sc2c(O)cc(=O)[nH]c23)c(OC)c1 | 87 | -1.6 | 10 | -10 | -2 | 8
26 | O=c1oc2ccccc2c(NCc2ccccc2F)c1[N+](=O)[O-] | 89 | 0.0 | 14 | -7 | -5 | 0
27 | CC1C=CCC2C(=O)N(c3ccc(OC(=O)c4ccco4)cc3)C(=O)C12 (centres undefined) | 98 | -0.9 | -4 | -13 | -12 | 5
28 | COc1ccccc1OCCn1cc(C=O)c2ccccc21 | 92 | -2.5 | -22 | -2 | 2 | 12
29 | O=C(O)C1CCc2sc3[nH]c(=S)n(-c4ccccc4)c(=O)c3c21 (centres undefined) | 99 | -3.2 | -11 | -25 | 3 | 17
30 | Cn1nc([N+](=O)[O-])c(C(C#N)c2ccccn2)c(Cl)c1=O (centres undefined) | 89 | 5.1 | -77 | 9 | -12 | -26

cpd | AddAB inh | phage Ecoli inh | E coli growth | Arr AP2 block | Tat transport
14 | -1.5 | 0.5 | -1.7 | 8 | -6
15 | 4.1 | -0.2 | -5.1 | -14 | 9
16 | -0.3 | 3.4 | -2.6 | 3 | 6
17 | 1.0 | 2.3 | 0.7 | 4 | 2
18 | -0.9 | 0.7 | -0.9 | 13 | 0
19 | . | 1.0 | . | -3 | 3
20 | 0.8 | -0.3 | 0.8 | -6 | 1
21 | 0.3 | 2.9 | -0.4 | 5 | -1
22 | 5.3 | 0.5 | 1.7 | 8 | -8
23 | -0.3 | 3.6 | -0.5 | 27 | 9
24 | 5.0 | 3.7 | 1.2 | -9 | 1
25 | 2.9 | -0.9 | 0.3 | 9 | ?
26 | 5.2 | 4.0 | 2.2 | 21 | -4
27 | -1.4 | 2.9 | -1.1 | 33 | 1
28 | . | 1.7 | . | 0 | 2
29 | 3.1 | -1.3 | -3.1 | 8 | 9
30 | 13* | 5.7 | 9.4 | 11 | 3

# Of the compounds above, these contain two or more sulfur atoms.
cpd | Compound | Pemphigus Ab inh | MOR-DOR ag | PfHsp90 yeast 2 | Mot1-301 SUMO | PKA-R1A act | OPRM1-OPRD1 inv
21 | N#C/C(=N\Nc1ccc(S(=O)(=O)N2CCOCC2)cc1)C(N)=S | 94 | -5.4 | -18 | 15 | -6 | 28
22 | CN(C(=O)COC(=O)c1cccc(S(=O)(=O)N2CCCCCC2)c1)C1CCS(=O)(=O)C1 (centres undefined) | 100 | 1.8 | 9 | -4 | -4 | -11
24 | Cc1cc(NC(=O)CSC2=NS(=O)(=O)c3cc(F)ccc3N2)no1 | 100 | -1.8 | 26 | 7 | -2 | 12
29 | O=C(O)C1CCc2sc3[nH]c(=S)n(-c4ccccc4)c(=O)c3c21 (centres undefined) | 99 | -3.2 | -11 | -25 | 3 | 17

cpd | AddAB inh | phage Ecoli inh | E coli growth | Arr AP2 block | Tat transport
21 | 0.3 | 2.9 | -0.4 | 5 | -1
22 | 5.3 | 0.5 | 1.7 | 8 | -8
24 | 5.0 | 3.7 | 1.2 | -9 | 1
29 | 3.1 | -1.3 | -3.1 | 8 | 9

# More entries.
cpd | Compound | Pemphigus Ab inh | MOR-DOR ag | PfHsp90 yeast 2 | Mot1-301 SUMO | PKA-R1A act | OPRM1-OPRD1 inv
31 | Cc1ccc(CONC(=O)c2ccc(Cl)cc2)cc1 | . | -0.6 | 4 | 17 | -5 | 2
32 | CCOC(=O)c1nn2c(C(F)(F)F)cc(-c3ccc(OC)cc3)nc2c1Br | 112 | -0.4 | -39 | -3 | -8 | 2
33 | O=C(NNC(=S)Nc1ccccc1)NNC(=S)Nc1ccccc1 | 104 | -1.8 | 3 | -4 | -7 | 10
34 | O=C1CC(N2CCN(c3ccccc3O)CC2)C(=O)N1Cc1ccccc1 (centres undefined) | 114 | -1.9 | . | . | 1 | 9
35 | N#CC1=C(SCc2ccccc2)NC2=C(C(=O)CCC2)C1c1ccc2c(c1)OCO2 (centres undefined) | 105 | -0.8 | -3 | 0 | 3 | 4
36 | CCC(C)(CC(=O)N(C)CCC#N)c1ccccc1 (centres undefined) | 105 | 1.1 | . | -23 | -8 | -6
37 | Cc1ccc2nc(SCC(=O)Nc3ccc(F)cc3F)[nH]c2c1 | 89 | 5.4 | -32 | -1 | -4 | -39
38 | Cc1ccccc1C(=O)N1CCC(C(=O)Nc2cc(C(F)(F)F)ccc2N2CCCC2)CC1 | 94 | -2.4 | -16 | 0 | -3 | 12
39 | O=[N+]([O-])c1ccccc1S(=O)(=O)n1cnc2ccccc21 | 98 | . | -2 | -7 | . | .
40 | Cc1ccc(-c2nnc(SCC#CCOC(=O)c3ccco3)o2)cc1 | 95 | -1.8 | -71 | 11 | -4 | 11

cpd | AddAB inh | phage Ecoli inh | E coli growth | Arr AP2 block | Tat transport
31 | 3.7 | 3.9 | 1.4 | -7 | 5
32 | 3.2 | -1.2 | 1.2 | 6 | 1
33 | 3.1 | 3.2 | -3.7 | -2 | -7
34 | 2.4 | 3.5 | 1.9 | 18 | -2
35 | -0.7 | 1.8 | -0.5 | 1 | 2
36 | 3.6 | -1.2 | 1.7 | 21 | -5
37 | 4.0 | 9.0 | 3.5 | 1 | -2
38 | -1.9 | 2.5 | 0.0 | 6 | -1
39 | 1.4 | 3.1 | 1.5 | 12 | -3
40 | -0.3 | 0.2 | -1.7 | -3 | -1
